Screening results deposited in PubChem by National Center for Advancing Translational Sciences (NCATS).
Chronic BCR inh = blocks chronic active B-cell receptor signaling; AID 493014; Potency, µM (series often up to 46.1 µM), for the others: top-dose ratio change, negative = lower green/red ratio, actives largely listed as inhibitors; ABC-DLBCL IkBa-CBG/CBR reporter, luminescence ratio, 4 h; 0.05% of 340,000 active; active = well fitted inhibition curve with a large enough effect in the signal ratio, with a control signal flat, not every such curve was filed as active; inconclusive = small, poorly fitted or top-dose-only effect, or effect the other way, or a change in a side signal; the % refers to the signal ratio;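 also: potency is read from the fitted curve at half-maximal effect; plate controls were basal doxycycline-induced cells for no effect and cells given 10 µM MG132 for full effect; MG132 reads +100%, hits lower the ratio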
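Cell line TMD8 (human ABC DLBCL), stably expressing tet-inducible CBG68-IkBa fusion and CBR; IMDM/0.5% FBS; cpd up to 46 uM; dox induction, 4 h, 37C/5% CO2; dual luminescence; green/red ratio; MG132 control.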
Eya2 inh = inhibitors of human Eya2 phosphatase activity | Potency, µM (series often up to 76.9 µM), inactives show at the highest dose activity, negative = inhibition, most hits filed as inhibitors | 0.006% of 330,000 active | O00167 | recombinant Eya2, OMFP fluorescence dephosphorylation (OMFP is methylfluorescein phosphate); also: potency is read from the fitted curve at half-maximal effect
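Eya2 (0.2 uM) preincubated 10 min at ambient with compound, then OMFP substrate added at 50 uM; 10 min reaction in 50 mM HEPES pH 7.5, 50 mM NaCl, 5 uM MgCl2, 0.05% BSA, 1 mM DTT. Fluorescence read at Ex 485/Em 525 nm.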
GALK inh = blocks human galactokinase activity. P51570. AID 1868. Purified GALK, Kinase-Glo residual ATP luminescence. 0.007% of 270,000 active. Potency, µM (top dose mostly 57.5 µM), for the others: at the highest dose activity change, negative = inhibition, most hits filed as inhibitors; also: potency is read from the fitted curve at half-maximal effect
Target sequence (P51570 whole entry, looked up): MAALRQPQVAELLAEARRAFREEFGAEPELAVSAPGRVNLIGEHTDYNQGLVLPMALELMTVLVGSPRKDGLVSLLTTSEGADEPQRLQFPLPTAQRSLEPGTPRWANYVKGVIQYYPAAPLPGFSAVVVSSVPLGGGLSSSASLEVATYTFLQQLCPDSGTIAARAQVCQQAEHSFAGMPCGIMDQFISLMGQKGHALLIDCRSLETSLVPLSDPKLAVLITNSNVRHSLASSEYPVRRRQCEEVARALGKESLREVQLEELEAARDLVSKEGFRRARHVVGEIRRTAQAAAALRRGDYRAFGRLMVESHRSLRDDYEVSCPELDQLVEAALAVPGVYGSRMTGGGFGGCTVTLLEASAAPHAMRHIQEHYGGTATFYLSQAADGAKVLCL
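GALK at 5 nM final was combined with compound, 35 uM ATP and 100 uM galactose in HEPES pH8.0 with MgCl2 and DTT. The reaction ran one hour at room temperature before luminescent ATP detection.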
USP2a inh = blocks human ubiquitin-specific protease USP2a | O75604 | USP2 core, Ub-CHOP2 coupled fluorogenic reporter, 485/531 | Potency, µM (doses to about 38.3 µM), without a hit: top-dose activity change, negative = inhibition, hits mostly inhibitors | 0.01% of 330,000 active | AID 463254;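 also: potency is read from the fitted curve at half-maximal effect; plate controls were DMSO wells for no effect and full inhibition by NEM control for full effect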
Target sequence (O75604 whole entry, looked up): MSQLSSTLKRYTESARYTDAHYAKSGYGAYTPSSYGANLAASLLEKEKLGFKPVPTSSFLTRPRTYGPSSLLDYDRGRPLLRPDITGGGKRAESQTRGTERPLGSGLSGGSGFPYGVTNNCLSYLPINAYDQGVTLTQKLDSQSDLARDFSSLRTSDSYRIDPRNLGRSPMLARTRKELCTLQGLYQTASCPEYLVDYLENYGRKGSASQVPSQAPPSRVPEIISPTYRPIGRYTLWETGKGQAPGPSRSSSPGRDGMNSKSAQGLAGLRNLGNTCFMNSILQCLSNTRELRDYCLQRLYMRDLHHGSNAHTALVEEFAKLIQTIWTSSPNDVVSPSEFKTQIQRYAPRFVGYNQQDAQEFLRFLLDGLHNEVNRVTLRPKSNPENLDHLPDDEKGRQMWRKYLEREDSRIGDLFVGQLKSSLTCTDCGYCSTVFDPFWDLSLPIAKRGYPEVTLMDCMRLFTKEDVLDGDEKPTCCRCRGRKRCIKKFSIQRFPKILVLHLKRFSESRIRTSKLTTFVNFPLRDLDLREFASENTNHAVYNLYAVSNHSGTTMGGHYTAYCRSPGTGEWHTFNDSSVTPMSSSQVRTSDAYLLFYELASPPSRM
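Deubiquitinase activity read as fluorescence (485/531 nm) after Ub-CHOP2 cleavage activates the enterokinase reporter on its substrate; USP2 core 10nM, Ub-CHOP2 and substrate 25nM each, 30min compound preincubation then 60min RT; data normalized to NEM, curves fitted.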
hERG WT inh = blocks the wildtype human KCNH2 potassium channel; U2OS, BacMam KCNH2, thallium flux FluxOr; hits give low values; activity change, % at 1.84 µM; 0.37% of 340,000 active; AID 720551;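 active = maximum activity change below -70%; inconclusive = maximum activity change between -70% and -50%; inactive = maximum activity change above -50%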
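U2OS cells were transduced with wild-type KCNH2 virus (2.03 x 10^8 / mL) for 4 h at room temperature, then cultured overnight at 37 C. Thallium flux was read with FluxOr dye. Rate constants were normalized to DMSO controls.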
B2AR arrestin = agonists driving beta-arrestin recruitment to human beta2-adrenergic receptor | P07550 | beta-arrestin recruitment to beta2AR, cell-based reporter | Potency, µM (series often up to 46.1 µM), for inactives: top-dose activation, actives largely listed as activators | 0.02% of 330,000 active;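 also: potency is read from the fitted curve at half-maximal effect; 0% = DMSO controls and full agonism = EC100 isoproterenol or metaproterenol; nearly all actives have a fitted effect of over 65% in size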
Coupling enz = coupling enzyme interference in Giardia aldolase counter-screen; coupling enzyme system counterscreen, AmpLite Red fluorescence; activity change, negative = inhibition, % at 58.2 µM, hits read low; 0.67% of 290,000 active; AID 2472; in the data active = activity change below about -30%
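Activity here indicates interference with the coupling reaction, not aldolase inhibition. Compounds at 57.5 uM final met coupling enzymes for 10 min at RT; substrate and AmpLite Red detection followed, with a 525/598 nm fluorescence read after 20 min.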
uPA surface inh = inhibitors of cell surface uPA generation; cell surface uPA generation assay, qHTS; Potency, µM (doses to about 38.3 µM), inactives show top-dose activity change, negative = inhibition, usual class: inhibitors; 0.31% of 330,000 active; AID 540303; active = well fitted inhibition curve with a large enough effect; inconclusive = small, poorly fitted or top-dose-only effect; inactive = no such curve, though single readings can be large or run the other way; tested in mouse RAW 264.7 cells; also: potency is read from the fitted curve at half-maximal effect; nearly all actives have a fitted effect of over 55% in size
PKM2 activator = increases activity of human pyruvate kinase M2. 0.34% of 260,000 active. Potency, µM (titrated, usually from 57.5 µM), for inactives: top-dose activation, actives largely listed as activators. purified PKM2, Kinase-Glo ATP luminescence, activation; response scale: 0% is enzyme alone, no compound. P14618; also: potency is read from the fitted curve at half-maximal effect; nearly all actives have a fitted effect of over 55% in size
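Purified hPK-M2 (>95%) run at intermediate activity with 0.1 mM ADP and 0.5 mM PEP in 50 mM imidazole pH 7.2, KCl, MgCl2; 1 h room temperature. ATP formed read by Kinase-Glo luminescence; normalized to uninhibited and no-enzyme controls.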
Giardia kill = kills Giardia lamblia. 0.15% of 340,000 active. AID 540267. Giardia lamblia trophozoite viability. activity change, % at 7.66 µM, hits read low; in the data active = activity change below about -80%; inconclusive = between about -30% and that limit;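 also: parasites exposed to compound for two days anaerobically before the ATP read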
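ATP-content bioluminescence gauges trophozoite survival. Cells (100/well) receive compound and incubate anaerobically for 48 hrs at 37 deg C; detection reagent follows for 15-30 min at room temperature.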
KCNH2 3.1 block = KCNH2 3.1 (human) potassium channel inhibition | activity change, % (tested at about 1.8 µM) | U2OS KCNH2 3.1, thallium flux FluxOr; hits give low values | AID 720553 | 0.95% of 340,000 active;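 active = maximum activity change below -70%; inconclusive = maximum activity change from -70% to -50%; inactive = maximum activity change above -50%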;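 also: thallium influx rate constant from kinetic fluorescence after stimulation buffer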
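Thallium flux via FluxOr fluorescence (Red40 quencher, 45 min loading) in U2OS cells virally expressing the KCNH2 3.1 isoform (1.77 x 10^8 /mL virus, overnight at 37 C). Rate constants from 2-min kinetic reads post-stimulation, normalised to positive and negative controls.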
Starred values were filed as active, the others as inactive; ? = inconclusive; · = no result given; [ ] = remark or other dose. Unless noted, calls follow the shape of the dose curve; as a rule, active = well fitted curve in the direction sought with a large enough effect; inconclusive = small, poorly fitted or top-dose-only effect, or another doubt; inactive = no such curve, though single readings can be large; an effect the other way counts as inactive or inconclusive. Unless noted, % is scaled to controls: 0 for no effect and ±100 for the full control effect.

SMILES	Chronic BCR inh	Eya2 inh	GALK inh	USP2a inh	hERG WT inh	B2AR arrestin	Coupling enz	uPA surface inh	PKM2 activator	Giardia kill	KCNH2 3.1 block
O=C(Nc1ccc(Cl)c(S(=O)(=O)N2CCCCC2)c1)C1=COCCO1	4%	-4%	·	-7%	5	0.0%	·	6%	·	1	-15
CC(C)Oc1ccc(Br)cc1C(=O)N/N=C/c1c[nH]c2ccccc12	?	-19%	1%	2%	-6	0.2%	-1	-19%	·	-6	-17
O=C(COC(=O)c1cccc(S(=O)(=O)NCc2ccccc2)c1)c1ccc2c(c1)OCCO2	8%	3%	0%	3%	-1	-0.2%	0	-10%	0%	12	-35
N#CCC(=O)N/N=C/c1cn(Cc2cccc3ccccc23)c2ccccc12	?	0%	1%	-2%	-17	0.1%	1	?	-11%	3	-10
Cc1ccc(CN(Cc2cc3cc(C)ccc3[nH]c2=O)C(=O)N2CCOCC2)cc1	0%	-3%	0%	0%	-5	0.5%	-1	-2%	-16%	-1	9
C=CCn1c(-c2c(C)nc3cc(C)ccn23)n[nH]c1=S	1%	9%	2%	-1%	1	-0.8%	-1	0%	-12%	-8	-20
Cn1nnnc1SCC(=O)Nc1ccccc1C(=O)NC1CC1	1%	20%	1%	2%	-3	-0.2%	2	1%	0%	7	6
CCCCNS(=O)(=O)C1CCS(=O)(=O)C1 (configuration not stated)	-2%	-2%	1%	0%	-1	-0.1%	1	6%	-8%	6	6
COc1cccc(NC(=O)CCc2nnc3ccc(N4CCC(C)CC4)nn23)c1	0%	-2%	-8%	3%	1	0.4%	2	-2%	·	14	11
CC(C)CC(=O)Nc1cccc(-c2csc(-c3ccccc3)n2)c1	?	-23%	0%	-8%	-5	0.1%	2	-2%	3%	-11	-7
NS(=O)(=O)c1ccc(NS(=O)(=O)c2ccc3c(c2)OCCO3)cc1	-2%	2%	0%	2%	-1	0.0%	3	-1%	13%	-5	-12
COc1cccc(CC(=O)N2CCN(S(=O)(=O)c3ccc(Br)cc3)CC2)c1	?	-4%	·	-2%	18	0.1%	·	1%	·	2	-7
O=C(COc1ccccc1[N+](=O)[O-])NNC(=O)Nc1cccc2ccccc12	-5%	-17%	0%	3%	-11	-0.7%	-16	-20%	-9%	3	-11
Cc1ccc(CNc2ccc(N3CCOCC3)c(C(=O)O)c2)s1	6%	1%	-5%	-1%	-2	0.5%	-1	5%	-1%	-2	2
Cc1cc(=O)c2c(C)ccc(C)c2[nH]1	0%	4%	5%	10%	0	0.3%	-1	19%	0%	22	2
CCOC(=O)C1CCN(C(=O)c2ccccc2NS(=O)(=O)c2ccccc2)CC1	0%	-7%	0%	1%	-10	-1.1%	-4	0%	4%	1	1
CCCCCCCCOC(=O)c1c(CSC(=N)N)n(C)c2cc(Br)c(OC(C)=O)cc12	?	-8%	1%	0%	-95*	-0.2%	0	?	-3%	-4	-102*
CCOC(=O)c1cc2c(ccn2-c2ccc(F)cc2)n1CC(=O)NC(C)(C)C	-13%	-4%	-1%	0%	·	0.1%	-1	·	-1%	·	·
Cc1ccc(NC(=S)NC(=O)c2cccs2)cc1F	-22%	-8%	·	2%	-4	0.3%	·	-2%	·	-15	14
O=C(Nc1ccccc1Oc1ccccc1)c1cnccn1	-1%	11%	-1%	0%	4	0.0%	6	3%	-6%	-4	9
O=C(NC(=S)NC(c1ccccc1)c1ccncc1)c1ccccc1 (configuration not stated)	?	-8%	-2%	2%	7	-0.8%	-2	2%	1%	-14	-20
Cc1ccc(CNC(=O)CCCn2nc(C)n3ccnc3c2=O)cc1	-6%	1%	·	5%	5	-0.1%	0	8%	2%	-8	-9
O=C(CCN1C(=O)C2CCCCC2C1=O)Nc1nc2ccc(F)cc2s1 (configuration not stated)	4%	-9%	·	-6%	-3	-1.0%	·	3%	·	4	1
N#C/C(=C/c1ccc(N2CCOCC2)o1)C(=O)N1CCOCC1	0%	-1%	2%	?	-3	-0.9%	-7	-7%	-10%	-4	3
CCOC(=O)C1(CC2CCCCO2)CCN(C2CCSCC2)CC1 (configuration not stated)	-1%	11%	-1%	0%	-22	-0.6%	-2	-3%	1%	-2	-3
COc1cc(C(c2nnnn2C2CCCC2)N2CCN(C)CC2)cc(OC)c1OC (configuration not stated)	6%	-3%	-3%	1%	-4	-0.7%	1	2%	-3%	9	-17
O=C(NCCCc1ccc(F)cc1)C1CCC(=O)N(CCN2CCOCC2)C1 (configuration not stated)	2%	5%	-1%	5%	6	0.4%	0	3%	-1%	2	1
COCCN(Cc1ccccc1)C(=O)c1ccc(C(=O)c2ccccc2)cc1	-11%	-9%	·	2%	-21	0.3%	·	11%	·	-5	-4
Cc1ccc2c(CC(=O)Nc3cccc(S(=O)(=O)N4CCOCC4)c3)coc2c1	-10%	0%	-2%	-1%	4	-0.4%	-1	0%	-9%	-14	11
O=c1nc(N2CCOCC2)nc2n1CCO2	1%	4%	3%	0%	29	-0.3%	4	4%	5%	22	·
COc1ccccc1N(CC(=O)NCc1ccccc1C)S(=O)(=O)c1ccc(C)cc1	?	10%	10%	5%	4	-0.1%	2	2%	·	0	-3
COc1ccc([N+](=O)[O-])cc1Nc1ncnc2ccccc12	10%	-3%	1%	5%	-1	0.1%	-1	1%	0%	-9	8
Cc1ccc(S(=O)(=O)N(CCC(=O)NCc2ccccc2F)c2ccccc2)cc1	?	-4%	·	0%	5	-0.1%	·	9%	·	-18	-7
O=C1CCC(C(=O)NCc2ccccc2)N1 (configuration not stated)	0%	-6%	-4%	0%	4	-0.4%	0	1%	-3%	-27	9
Cc1ccccc1C(=O)NCC(=O)OCCCOC(=O)CNC(=O)c1ccccc1C	1%	23%	·	0%	-9	-0.3%	·	1%	·	-14	10
CCCOc1ccc(CNC(=S)Nc2ccccc2)cc1Cl	0%	-3%	-4%	4%	-6	-0.8%	-1	2%	·	34[activator]	-3
CC(=O)c1ccc(N(C(=O)Cn2nnc3ccccc32)C(C(=O)NC2CCCCC2)c2cn(C)nc2C)cc1 (configuration not stated)	-7%	1%	-3%	1%	-5	-0.2%	1	3%	-15%	11	3
O=C(N/N=C/c1cccs1)/C(=C/c1ccccc1)NC(=O)c1ccccc1	-2%	-5%	-4%	0%	-9	-0.1%	5	-29%	4%	2	-3
O=C(COC(=O)[C@@H]1CCCN1C(=O)c1cccs1)Nc1cccc([N+](=O)[O-])c1	-4%	3%	·	3%	-4	-0.1%	·	-4%	·	-21	-4
O=C(NC1CC(=O)c2sccc21)c1cccc(C(F)(F)F)c1 (configuration not stated)	-2%	-3%	5%	2%	-3	-0.9%	1	5%	2%	-2	20
NC(=O)C1=C[C@@H](c2ccccc2)C[C@@H](OCc2ccc(CO)cc2)O1	-12%	-1%	2%	3%	·	-0.1%	-9	-7%	5%	-8	·
CCCCn1c(N)c(N(CCOC)C(=O)CSc2ccc([N+](=O)[O-])cc2)c(=O)[nH]c1=O	-7%	17%	·	1%	34	9.2%	·	11%	·	-10	8

Pulled by compound from above, 5 records:
SMILES	Chronic BCR inh	Eya2 inh	GALK inh	USP2a inh	hERG WT inh	B2AR arrestin	Coupling enz	uPA surface inh	PKM2 activator	Giardia kill	KCNH2 3.1 block
O=C1CCC(C(=O)NCc2ccccc2)N1 (configuration not stated)	0%	-6%	-4%	0%	4	-0.4%	0	1%	-3%	-27	9
O=C(NC(=S)NC(c1ccccc1)c1ccncc1)c1ccccc1 (configuration not stated)	?	-8%	-2%	2%	7	-0.8%	-2	2%	1%	-14	-20
O=c1nc(N2CCOCC2)nc2n1CCO2	1%	4%	3%	0%	29	-0.3%	4	4%	5%	22	·
CCOC(=O)C1(CC2CCCCO2)CCN(C2CCSCC2)CC1 (configuration not stated)	-1%	11%	-1%	0%	-22	-0.6%	-2	-3%	1%	-2	-3
Cc1ccc(CNC(=O)CCCn2nc(C)n3ccnc3c2=O)cc1	-6%	1%	·	5%	5	-0.1%	0	8%	2%	-8	-9
